CatB inh – blocks human cathepsin B protease activity | P07858 | purified cathepsin B, fluorogenic substrate, fluorescence | inhibition, %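 (tested at 10 µM)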 | hit rate 0.1% among 63,000 | AID 453; in the data active = inhibition above about 21%;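 note: 0% = enzyme with no compound and 100% = no enzyme blank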
FXIa inh mix – inhibitors of human coagulation factor XIa, pooled mixtures. purified FXIa, fluorogenic substrate. inhibition, % at 5 µM. hit rate 0.19% among 62,000. AID 680;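 note: each value is inhibition by a whole ten-compound pool holding the compound; 0% = enzyme with no mixture and 100% = wells lacking enzyme; strong numbers were not always called active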
CatS block – human cathepsin S inhibition. inhibition, %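 (tested at 5 µM per compound within 10-compound mixtures)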. hit rate 0.06% among 62,000. AID 501. recombinant cathepsin S, AMC dipeptide fluorescence, pooled mixtures. P25774; in the data active = inhibition above about 32%, passing the limit was not always enough; inconclusive = no clear call, values can overlap the other calls;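 note: 0% = enzyme without compound and 100% = blank without enzyme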
Target sequence (P25774 115-331 limits assumed): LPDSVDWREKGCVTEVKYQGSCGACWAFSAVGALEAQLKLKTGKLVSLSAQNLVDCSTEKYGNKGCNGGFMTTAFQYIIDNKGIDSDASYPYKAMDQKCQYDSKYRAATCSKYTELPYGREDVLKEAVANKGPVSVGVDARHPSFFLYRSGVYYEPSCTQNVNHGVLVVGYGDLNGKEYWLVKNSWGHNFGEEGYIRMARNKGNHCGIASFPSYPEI
FXIIa mix inh – blocks human factor XIIa in pooled compound mixtures | P00748 | purified FXIIa, fluorogenic substrate | inhibition, % at 5 µM | hit rate 0.2% among 62,000 | AID 684;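 note: 0% = enzyme without compound and 100% = no enzyme blank; some results filed as inactive read as strong as hits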
CatB mix inh – human cathepsin B inhibition by mixtures; Purified cathepsin B, AMC dipeptide fluorescence, compound mixtures; hit rate 0.06% among 62,000; inhibition, %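 (ten-compound pools at 5 µM per compound and 50 µM total)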; P07858; in the data active = inhibition above about 22%, passing the limit was not always enough; inconclusive = no clear call, values can overlap the other calls;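 note: 0% = enzyme without compound and 100% = no enzyme blank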
Abs 340nm – compound absorbs light at 340 nm; fold change at 10 µM; 65,000 tested, under 10 active; compound absorbance at 340 nm, fold over control;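 active = at 10 µM dose, initial 340 nm absorbance at least 2 fold that of control wells; inactive = change under 2 fold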;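 note: initial absorbance extrapolated from kinetic A340 decline of NADH oxidation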
C1s inh – human complement C1s inhibition | P09871 | hit rate 0.16% among 62,000 | purified C1s, fluorogenic AMC substrate, pooled mixtures | mean inhibition % of two 10-compound mixtures (stronger effect = higher value), % at 5 µM (by protocol);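 active = inhibition above 20% in each of the two 10-compound mixture wells holding the compound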;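 note: 0% = enzyme wells lacking compound mixture and 100% = no-enzyme blank wells; some compounds called inactive have numbers as strong as hits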
CatG inh – blocks human cathepsin G enzyme activity; AID 581; hit rate 0.2% among 62,000; inhibition, % at 5 µM (by protocol); purified enzyme, AMC-tetrapeptide fluorescence, pooled mixtures; P08311;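 active = inhibition above 20% in each of the two mixture wells holding the compound; inactive = inhibition of 20% or less in either well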;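 note: 0% = enzyme control without mixture and 100% = blank lacking enzyme; strong numbers were not always called active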
Target sequence (P08311 21-244 limits assumed): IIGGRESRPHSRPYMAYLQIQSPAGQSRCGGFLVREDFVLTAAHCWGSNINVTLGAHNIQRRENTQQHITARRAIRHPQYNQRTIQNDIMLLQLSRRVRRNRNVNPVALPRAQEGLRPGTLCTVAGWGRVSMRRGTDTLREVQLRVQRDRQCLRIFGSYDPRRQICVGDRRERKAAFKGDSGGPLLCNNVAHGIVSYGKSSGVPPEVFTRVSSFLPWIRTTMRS
CatL block – inhibitors of human cathepsin L; AID 460; hit rate 0.17% among 58,000; P07711; purified cathepsin L, fluorogenic substrate, fluorescence; inhibition, %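 (tested at 10 µM)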; in the data active = inhibition above about 45%;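 note: 0% = enzyme with no compound and 100% = no enzyme blank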
Target sequence (P07711 114-288 limits assumed): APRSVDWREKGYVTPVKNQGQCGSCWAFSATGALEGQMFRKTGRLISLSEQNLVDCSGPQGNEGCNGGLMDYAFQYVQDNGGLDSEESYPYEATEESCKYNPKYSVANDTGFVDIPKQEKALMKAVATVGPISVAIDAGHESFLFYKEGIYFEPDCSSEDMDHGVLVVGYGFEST
Target sequence (P07711 292-333 limits assumed): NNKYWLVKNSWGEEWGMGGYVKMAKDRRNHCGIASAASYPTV
Numbers without * were called inactive; u = inconclusive; x = no result given. Cut-off read from the data, not from the text of the source, unless noted: active = inhibition above about 20% (passing the limit was not always enough); inactive = the rest. Only part of the results is shown; the hit share may differ from the screen's.

(1) Cn1c(=O)[nH]c(=O)c2c1nc(CN(Cc1ccccc1)Cc1ccccc1)n2CCN1CCOCC1
(2) O=C(NCc1ccco1)C(Cc1ccccc1)NS(=O)(=O)c1cccc2nsnc12 (stereo not given)
(3) CSc1nnc(NC(=O)c2cc3ccccc3oc2=O)s1
(4) C(#Cc1ccc(C#CCN2CCOCC2)cc1)CN1CCOCC1
(5) O=C(CSc1ccc2nnc(-c3cccnc3)n2n1)N1CCc2ccccc21
(6) O=S(=O)(c1ccc(Nc2ccc3c(c2)OCO3)nc1)N1CCOCC1
(7) Cc1ccc(OC(=O)c2cccc(C(=O)Oc3ccc(C)cn3)n2)nc1
(8) CS(=O)(=O)N1CCc2cc(S(=O)(=O)N3CCN(Cc4ccc5c(c4)OCO5)CC3)ccc21
(9) COC(=O)c1cc(-c2ccccc2)n(CC(=O)O)c1C
(10) COCCn1c(SCC(=O)Nc2cccc(OC)c2)nnc1-c1ccc(Cl)cc1
Screen / compound no.	1	2	3	4	5	6	7	8	9	10
CatB inh	2	-6	3	0	-5	1	4	1	1	1
FXIa inh mix	8	6	3	5	4	1	2	8	9	-16
CatS block	2	-1	-8	3	1	0	-7	12	6	-3
FXIIa mix inh	4	0	5	-5	1	3	7	12	-19	-21
CatB mix inh	-7	36	6	-2	-1	2	8	-3	4	-5
Abs 340nm	1	1	1.1	1	1	1	1.1	1	1	0.96
C1s inh	-14	1	4	-4	-23	8	5	-1	8	-109
CatG inh	-7	19	11	-6	-1	9	11	1	9	-2
CatL block	x	-3	8	x	4	11	3	12	22	5

(11) O=C(Cn1c(=O)oc2cc(S(=O)(=O)N3CCc4ccccc43)ccc21)N1CCCCC1
(12) Cc1ccc(C(=O)NC(Cc2c[nH]c3ccccc23)C(=O)O)o1 (stereo not given)
(13) CCN(CCCNC(=O)CCc1nc(-c2ccc(C)cc2)no1)c1cccc(C)c1
(14) CC(=O)NCCc1ccc(S(=O)(=O)NC2OC(=O)c3ccccc32)cc1 (stereo not given)
(15) Cc1cccc(Cn2c(=O)c3c(nc4n3CCCN4Cc3ccccc3)n(C)c2=O)c1
(16) CC1C(C#N)=C(N)OC2=C1C(=O)CC(C)(C)C2 (stereo not given)
(17) CCNS(=O)(=O)c1ccc(NC(=O)Nc2cccc(OC)c2)cc1
(18) COc1ccc(NC(=O)CSc2nccn2-c2cccc(OC)c2)cc1
(19) COc1ccc(C2C(C#N)=C(N)Oc3cc(O)ccc32)cc1OC (stereo not given)
(20) CN1CCN(S(=O)(=O)c2ccc(-c3ccccc3)cc2)CC1
Screen / compound no.	11	12	13	14	15	16	17	18	19	20
CatB inh	-6	-1	-8	6	-1	2	x	2	2	5
FXIa inh mix	21	3	-22	5	-2	-7	0	5	-2	-4
CatS block	8	3	-1	7	-7	1	4	3	-1	11
FXIIa mix inh	12	3	-18	6	-1	11	2	-6	10	-19
CatB mix inh	5	2	3	3	-6	-1	-1	-8	4	0
Abs 340nm	1	1	0.99	1	1	1	1.1	1	0.95	1.1
C1s inh	28	-11	-35	-56	-7	3	0	-8	2	-37
CatG inh	49	-14	-1	5	7	10	8	-9	-3	6
CatL block	x	1	5	12	13	x	x	9	7	15

(21) Cc1onc(-c2ccccc2)c1C(=O)NCCc1c[nH]c2ccccc12
(22) CC(C)C(=O)Nc1nnc(-c2ccccc2)o1
(23) Cc1cccn2c(=O)c3cc(C#N)c(=NC(=O)c4ccncc4)n(CCCOC(C)C)c3nc12
(24) CC(=O)N(C)C1(c2nnnn2CCOC(=O)Nc2cccc3ccccc23)CCCC1
(25) CCc1nc(SCC(=O)Nc2cc(C)on2)c2c(C)c(C)sc2n1
(26) Cc1ccc(C)c(CN2C(=O)C3(OCCCO3)c3ccccc32)c1
(27) Cc1cc(C(=O)Nc2ccc(S(=O)(=O)N3CCCC3)cc2)cs1
(28) CCOc1cc(S(=O)(=O)N2CCN(CC)CC2)ccc1Cl
(29) c1ccc(CN2C3=NCCCN3c3ccccc32)cc1
(30) O=C(Nc1nnc(C2CCCCC2)s1)c1cccs1
Screen / compound no.	21	22	23	24	25	26	27	28	29	30
CatB inh	5	3	-19	3	2	0	2	1	5	1
FXIa inh mix	10	1	-22	11	4	-1	6	14	-3	-4
CatS block	-6	11	-5	u	5	-2	-1	6	3	-1
FXIIa mix inh	0	10	1	-18	1	7	-3	5	-4	0
CatB mix inh	-2	1	-12	7	3	5	4	5	2	-10
Abs 340nm	0.97	1.1	1.1	0.99	0.99	1	0.99	1	0.99	1
C1s inh	15	6	-140	17	6	-3	-2	7	1	-30
CatG inh	9	6	-5	11	13	-2	9	10	-11	8
CatL block	5	7	-85	-2	21	-7	2	16	2	12

Limited to CatB inh (three entries from above):
No. | structure | CatB inh
27 | Cc1cc(C(=O)Nc2ccc(S(=O)(=O)N3CCCC3)cc2)cs1 | 2
28 | CCOc1cc(S(=O)(=O)N2CCN(CC)CC2)ccc1Cl | 1
29 | c1ccc(CN2C3=NCCCN3c3ccccc32)cc1 | 5

Going on with the list.
(31) CCCOC(=O)CSc1nnc(-c2cc(OC)c(OC)c(OC)c2)o1
(32) CC(=O)OCCNC(=O)Cn1cnc2c1c(=O)n(C)c(=O)n2C
(33) O=C(NC(Nc1ncccn1)C(=O)c1ccccc1)c1ccccc1 (stereo not given)
(34) COc1ccc2c(C)nc(Nc3nc(C)cc(C)n3)nc2c1
(35) COc1ccc(Cl)cc1NC(=O)c1cnc2sccn2c1=O
(36) Cc1ccccc1NC(=O)c1ccc(S(=O)(=O)N(C)C)cc1
(37) CCC(=O)c1ccccc1OCCSc1nc(C)cc(=O)[nH]1
(38) CCCNC(=O)COC(=O)c1ccc(S(=O)(=O)N2CCCCCC2)cc1
(39) CC(C)Cn1c(CN2CCCCC2C)nc2c1c(=O)n(C)c(=O)n2C (stereo not given)
(40) CCc1c(C)nc(SCC(=O)N2CCc3ccccc32)[nH]c1=O
Screen / compound no.	31	32	33	34	35	36	37	38	39	40
CatB inh	5	2	8	4	1	5	4	-5	-2	-4
FXIa inh mix	3	0	5	10	6	-2	0	3	8	5
CatS block	-6	-10	-5	1	3	3	0	5	-22	1
FXIIa mix inh	-1	1	0	-2	-1	-18	10	4	2	18
CatB mix inh	2	2	2	-2	-9	2	5	4	5	0
Abs 340nm	1	1	1	1	1.1	1	1	0.97	0.99	1
C1s inh	11	3	12	-10	-9	0	8	11	4	-5
CatG inh	33	8	9	3	-7	6	11	10	-3	-5
CatL block	x	1	5	61*	0	-2	4	-6	0	-11

(41) CCO/C=C/C(=O)N(C)CCC#N
(42) Cc1ccc2cc(C)c(N3CCN(c4ccccn4)CC3)nc2c1
(43) COc1ccc(-n2c(N3CCN(C)CC3)nc3sc4c(c3c2=O)CCCCC4)cc1
(44) CC(C)(C)c1ccc(-c2noc(CCC(N)=O)n2)cc1
(45) CCOC(=O)Cc1nnc(NC(=O)COc2ccc(C)cc2)s1
(46) Cc1c(C(=O)OC(C)CCN(C)C)oc2ccccc12 (stereo not given)
(47) COc1ccccc1N(C(=O)CNS(=O)(=O)c1ccccc1)C(C(=O)NCc1ccco1)C(C)C (stereo not given)
(48) O=C(CCN1C(=O)c2ccncc2C1=O)NCc1ccc(Cl)cc1
(49) COc1ccc(OC)c(NC(=O)CCN2CCCC(C)C2)c1 (stereo not given)
(50) CC(C)CCn1c(CN(C)Cc2ccccc2)nc2c1c(=O)n(C)c(=O)n2C
Screen / compound no.	41	42	43	44	45	46	47	48	49	50
CatB inh	2	-4	-5	-1	3	0	6	2	0	0
FXIa inh mix	7	6	9	-3	10	23	0	-3	6	9
CatS block	7	-11	39	1	0	-8	2	-12	3	8
FXIIa mix inh	6	1	3	8	-11	4	0	1	-19	0
CatB mix inh	4	-2	3	2	3	1	6	3	5	3
Abs 340nm	0.98	1.1	1.1	1	1	1	1	0.98	1	0.98
C1s inh	7	1	7	-1	16	-3	7	4	-27	19
CatG inh	9	0	2	-1	17	-2	11	7	-1	13
CatL block	3	-15	12	4	-9	-5	3	10	x	12

Among those listed so far, these contain a COOH group.
(9) COC(=O)c1cc(-c2ccccc2)n(CC(=O)O)c1C
(12) Cc1ccc(C(=O)NC(Cc2c[nH]c3ccccc23)C(=O)O)o1 (stereo not given)
Screen / compound no.	9	12
CatB inh	1	-1
FXIa inh mix	9	3
CatS block	6	3
FXIIa mix inh	-19	3
CatB mix inh	4	2
Abs 340nm	1	1
C1s inh	8	-11
CatG inh	9	-14
CatL block	22	1

The list continues.
(51) COc1ccc(Cc2nnc(Nc3ccc(C)cc3C)[nH]c2=O)cc1
(52) Cc1cc(N2CCN(c3nc(N4CCOCC4)nc4ccccc34)CC2)c2ccccc2n1
(53) Cc1cc(NC(=O)C2CCCCC2)nc2c1c(=O)oc1ccccc12
(54) CCOC(=O)CNC(=O)Nc1nnc(-c2ccc(OCC)cc2)o1
(55) CC(C)NC(=O)C(C)n1cccc1C(=O)c1ccccc1 (stereo not given)
(56) C=CCNc1ncnc2c1cnn2-c1ccc(Cl)cc1
(57) N=c1n(-c2ccccc2)c(O)cc(=O)n1-c1ccccc1
(58) CC1(C)NC(=O)N(CCCCOc2cccc(C(F)(F)F)c2)C1=O
Screen / compound no.	51	52	53	54	55	56	57	58
CatB inh	-1	5	1	10	-4	4	1	2
FXIa inh mix	5	-5	6	7	7	6	-6	8
CatS block	1	-3	-4	5	5	-1	-17	-2
FXIIa mix inh	4	2	16	-1	-15	2	3	-2
CatB mix inh	25	4	4	3	4	2	2	-1
Abs 340nm	1	1.1	1.1	1	1	1	1	1.1
C1s inh	12	-8	-23	-37	-27	17	-93	-7
CatG inh	18	7	1	-4	0	9	-3	-1
CatL block	-2	9	x	3	9	6	8	-3

Screens as filed in PubChem BioAssay.
